Bioassay records deposited in PubChem by National Center for Advancing Translational Sciences (NCATS).
Nrf2 block = blocks Nrf2 signaling; A549 ARE-Fluc reporter, luciferase luminescence, 18-24 h; Potency, µM (highest dose often 46 µM), inactives show top-dose activity change, negative = inhibition, actives largely listed as inhibitors; 360,000 compounds, 2.1% hits; also: potency is read from the fitted curve at half-maximal effect; % is scaled to controls: 0 for no effect and ±100 for the full control effect; nearly all actives have a fitted effect of over 60% in size
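Concentration-response testing used A549 ARE_Fluc cells at 5000 cells/well. Following an 18-24 h compound incubation, viability was read by fluorescence (Ex 405/Em 525) and luciferase output by luminescence.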
EPAC2 antag = blocks human EPAC2 exchange factor; 360,000 compounds, 0.18% hits; Potency, µM (highest dose often 114 µM), for the others: top-dose activity, negative = inhibition, most hits filed as inhibitors; EPAC2 GEF exchange of Rap1B-BODIPY-GDP, fluorescence; Q8WZA2; also: potency is read from the fitted curve at half-maximal effect; % is scaled to controls: 0 for no effect and ±100 for the full control effect; nearly all actives have a fitted effect of over 45% in size; many of its hits are not listed in these tables
Target sequence (Q8WZA2 whole entry, looked up): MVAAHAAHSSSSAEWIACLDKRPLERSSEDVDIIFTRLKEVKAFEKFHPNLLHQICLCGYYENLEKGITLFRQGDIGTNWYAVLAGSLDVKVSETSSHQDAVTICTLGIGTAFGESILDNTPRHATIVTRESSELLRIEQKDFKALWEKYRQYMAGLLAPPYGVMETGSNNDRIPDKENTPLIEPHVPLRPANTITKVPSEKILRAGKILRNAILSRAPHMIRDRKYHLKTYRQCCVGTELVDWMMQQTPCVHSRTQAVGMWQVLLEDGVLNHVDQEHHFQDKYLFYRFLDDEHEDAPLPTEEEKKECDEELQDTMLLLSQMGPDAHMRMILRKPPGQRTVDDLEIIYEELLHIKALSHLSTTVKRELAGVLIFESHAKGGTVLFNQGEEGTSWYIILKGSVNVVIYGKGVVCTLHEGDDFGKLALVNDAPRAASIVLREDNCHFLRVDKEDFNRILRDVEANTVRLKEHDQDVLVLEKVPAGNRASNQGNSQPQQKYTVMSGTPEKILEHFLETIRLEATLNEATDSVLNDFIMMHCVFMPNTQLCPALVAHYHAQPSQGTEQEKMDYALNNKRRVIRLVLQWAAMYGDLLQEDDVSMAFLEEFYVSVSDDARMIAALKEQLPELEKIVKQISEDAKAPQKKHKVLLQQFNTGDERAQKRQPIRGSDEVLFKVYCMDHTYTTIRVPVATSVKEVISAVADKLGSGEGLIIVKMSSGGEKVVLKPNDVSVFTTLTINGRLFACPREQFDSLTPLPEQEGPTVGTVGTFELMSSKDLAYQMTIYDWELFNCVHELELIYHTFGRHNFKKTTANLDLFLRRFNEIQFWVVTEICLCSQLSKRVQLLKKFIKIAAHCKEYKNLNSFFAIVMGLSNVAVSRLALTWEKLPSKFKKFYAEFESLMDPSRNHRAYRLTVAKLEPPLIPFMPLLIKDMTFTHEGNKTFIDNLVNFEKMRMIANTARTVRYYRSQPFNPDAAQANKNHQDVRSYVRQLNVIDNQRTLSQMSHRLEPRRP
Nrf2 activator = activates Nrf2 signaling | AREc32 ARE-luciferase reporter (MCF7-derived line), luminescence, 24 h | Potency, µM (top dose mostly 46.1 µM), inactives show top-dose activation, hits mostly activators | 410,000 compounds, 0.31% hits; also: potency is read from the fitted curve at half-maximal effect; % of control where 0% means no effect; nearly all actives have a fitted effect of over 65% in size
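ARE-driven firefly luciferase activity in AREc32 cells measured after a 24 hr compound exposure at 37 deg C, using Steady-Glo reagent and a 30 min room-temperature hold.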
Akt phos inh = inhibitors of Akt phosphorylation | Neuro2A IGF-stimulated pAkt S473 HTRF, 20 min; active compounds read low | AID 651550 | 360,000 compounds, 0.32% hits | activity change, % for hits at 50 µM; in the data active = activity change below about -80%; inconclusive = mostly about -51% to -80%; also: % is scaled to controls: 0 for no effect and ±100 for the full control effect
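Neuro2A cells in DMEM with 0.5% FBS, overnight at 37 deg C, given compound at single 50 µM final, then IGF (6 nM final) for 20 min at 37 deg C. Lysed; phospho-Akt Ser473 by HTRF after 24 h, 665/615 ratio.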
Mm-Cpn inhibitor = inhibitors of Methanococcus maripaludis chaperonin (MmCpn); purified Mm-Cpn ATPase, ADP Transcreener TR-FRET; Potency, µM (top dose mostly 76.9 µM), for inactives: at the highest dose activity, negative = inhibition, most hits filed as inhibitors; 330,000 compounds, 0.031% hits; AID 504842; also: potency is read from the fitted curve at half-maximal effect; % is scaled to controls: 0 for no effect and ±100 for the full control effect; nearly all actives have a fitted effect of over 80% in size
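Eu-cryptate anti-ADP/ADP-d2 competition gives a ratio inversely related to ADP. Enzyme at 25 nM was pre-exposed to compound for 10 min, then given 10 uM ATP for 30 min, 37°C throughout.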
TGFb inhibitor = TGF-b pathway inhibition | HepG2 CAGA-GFP TGF-b/SMAD3 reporter, GFP fluorescence, 18 h; TGF-beta stimulated, 500 pg/mL final | Potency, µM (titrated, usually from 46.1 µM), inactives show at the top dose activity, negative = inhibition, usual class: inhibitors | 410,000 compounds, 1.2% hits | AID 588855; also: potency is read from the fitted curve at half-maximal effect; % is scaled to controls: 0 for no effect and ±100 for the full control effect; nearly all actives have a fitted effect of over 65% in size
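HEPG2 CAGA-GFP, 1000 cells/well; 2 h settle, 37 C; cpd via pin tool; TGF-b 500 pg/mL final; 18 h, 37 C; GFP imaging ex488/em500-530; %Activity normalised to -TGF-b and +DMSO controls; CRC fit, curve class.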
CCT modulator = changes cytosolic chaperonin activity | 360,000 compounds, 0.3% hits | activity change, % (test concentration not listed), hits read low | purified chaperonin ATPase assay, HTRF ADP detection, 30 min; in the data active = activity change below about -30%; also: % is scaled to controls: 0 for no effect and ±100 for the full control effect
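We incubate TRiC, 40 or 20 nM final, with library compounds at 76 uM and 10 uM ATP for 30 min at 37 °C. ADP formed is detected with Transcreener HTRF reagents after 30 min at room temperature.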
EPAC2 agonist = EPAC2 (human) agonism | Potency, µM (series often up to 154 µM), for the others: top-dose activation, actives largely listed as activators | Q8WZA2 | 360,000 compounds, 0.079% hits | EPAC2 activation, biochemical qHTS; response scale: 100% = 6.5 mM cAMP response; also: potency is read from the fitted curve at half-maximal effect; nearly all actives have a fitted effect of over 50% in size
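Each well held 100 nM EPAC2, 250 nM RAP1B-BODIPY-GDP and 50 uM GDP. Fluorescence, read at 5-min intervals to 30 min, was referenced to a 6.5 mM cAMP positive control.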
A549 viability = kills or reduces viability of A549 cells in Nrf2 counter-screen. A549 ARE-Fluc cells, CellTiter-Fluor viability, 18-24 h. Potency, µM (doses to about 46 µM), for inactives: at the highest dose activity change, negative = cytotoxicity, usual class: inhibitors. 390,000 compounds, 0.16% hits; also: potency is read from the fitted curve at half-maximal effect; % is scaled to controls: 0 for no effect and ±100 for the full control effect
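A549 ARE_Fluc cells in 5% FBS OPTI-MEM were exposed to compounds in concentration-response for 18-24 h at 37 deg C. Viability was read by CellTiter-Fluor fluorescence (Ex 405/Em 525) after 30 min, before the luciferase read.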
* marks the source's active call; other numbers are inactive results; i = inactive; ? = inconclusive; . = not tested or not shown; & = joins results of further samples; [ ] = another dose, or the depositor's remark. Unless noted, calls follow the shape of the dose curve; as a rule, active = well fitted curve in the direction sought with a large enough effect; inconclusive = small, poorly fitted or top-dose-only effect, or another doubt; inactive = no such curve, though single readings can be large; an effect the other way counts as inactive or inconclusive. Some of the compounds tested; rates above refer to the full screens.

SMILES	Nrf2 block	EPAC2 antag	Nrf2 activator	Akt phos inh	Mm-Cpn inhibitor	TGFb inhibitor	CCT modulator	EPAC2 agonist	A549 viability
CC(=O)N/C(=C\c1ccccc1)C(=O)NCC(=O)O	1%	6%	0.4%	i	-16%	12%	-1.0	-5%	0%
CC(C)C(C(=O)O)N1CCS(=O)(=O)CC1 (configuration not stated)	-9%	1%	-0.2%	i	-3%	-1%	-0.2	7%	0%
O=C(Cn1cnc([N+](=O)[O-])n1)NCc1ccccc1	.	-6%	0.1%	i	0%	4%	4.5	1%	1%
O=C(c1cnn(-c2ccc(Cl)cc2)c1)c1ccccc1O	?	-19%	?	i	-1%	-8%	-0.4	21%	3%
CC1CC(C)CN(CCCNC(=O)c2ccc(CNS(=O)(=O)c3ccc(F)cc3)cc2)C1 (configuration not stated)	?	1%	-0.7%	i	1%	8%	1.7	0%	3%
C=CC[C@]12CC=CC(=O)[C@@]1(O)O[C@H](c1ccc(OC)c(OC)c1)[C@H]2C	-18%	4%	-4.0%	i	.	?	-0.3	-6%	-6%
CCOC(=O)c1cnc2c(OC)cccc2c1N1CC(C)CC(C)C1 (configuration not stated)	?	?	2.4%	i	-3%	?	-4.4	-3%	?
CN1CCN(CCNC(=O)c2cnn(-c3ccc(F)cc3)c2C2CCN(C(=O)OC(C)(C)C)CC2)CC1	?	.	0.7%	.	.	-24%	.	.	10%
COc1ccccc1CNC(=O)CCNC(=O)c1ccco1	0%	5%	1.8%	i	0%	-5%	1.6	-6%	0%
CCOc1ccc(OCCOC(=O)C2CCN(S(=O)(=O)c3ccc(C)c(C)c3)CC2)cc1	20%	-8%	0.0%	i	2%	9%	-1.1	-7%	-3%
Cc1onc(-c2ccccc2)c1-c1nnc(-c2ccccc2C(F)(F)F)o1	-2%	?	4.1%	i	-2%	-21%	0.5	16%	0%
CCCCCCCCCCS(=O)(=O)N/N=C/c1ccc(O)cc1	-7%	?	5.0%	i	-1%	13µM*	-1.6	-10%	1%
CC(C)(C)C(=O)Cn1nnc(-c2ccc(C(F)(F)F)cc2)n1	1%	-9%	5.0%	i	-4%	9%	1.2	1%	6%
Cn1cc(/C=C2\SC(=S)N(NC(=O)c3ccccc3)C2=O)c2ccccc21	4%	71%[activator]	3.7%	i	-1%	19%	0.7	?	-20%
COC(=O)C1=C(C)N(Cc2ccc3c(c2)OCO3)C(=O)C1	15%	12%	6.0%	i	2%	-2%	-3.0	-5%	0%
Cc1cccc(NC(=O)C2C3CCCCC32)c1 (configuration not stated)	?	16%	6.1%	i	1%	-13%	2.1	8%	10%
Cc1cccc(NS(=O)(=O)c2ccc(C(=O)NCC(C)(C)N3CCOCC3)cc2)c1C	?	24%	0.2%	i	0%	-9%	0.1	4%	-10%
Cc1ccc(C2=NNC(c3ccc(Cl)cc3)=Nc3ccccc32)o1	11%	-3%	3.5%	i	-13%	-17%	-0.6	4%	10%
Cc1ccc(-c2nn(-c3ccccc3)cc2/C=C/C(=O)OCC(=O)NC2CC2)o1	-7%	0%	0.0%	i	-12%	-2%	-0.7	8%	0%
CCn1c(=O)cc(SCC(=O)N2CCN(c3cc(C)ccc3C)CC2)c2ccccc21	?	.	-1.6%	.	.	?	.	.	-14%
C[C@@H]1CN(S(=O)(=O)C(C)(C)C)[C@@H](CCO)/C1=C\c1ccccc1	3%	-9%	-0.7%	i	.	-5%	0.6	8%	8%
Cc1cc(C)cc(CC(=O)N2CCC2(C)C(=O)NS(=O)(=O)c2ccc(C#N)cc2)c1 (configuration not stated)	.	0%	-0.1%	i	.	-8%	0.3	17%	.
CC1Cc2ccccc2N1C(=O)c1ccc(F)c(S(=O)(=O)N2CCOCC2)c1 (configuration not stated)	-6%	-5%	0.3%	i	0%	-32%	1.3	-5%	1%
CC(C)c1ccc(C(O)c2cnc(C(C)C)n2C)cc1 (configuration not stated)	-8%	6%	0.8%	i	-1%	-8%	1.2	7%	10%

Arranged by molecular weight (smallest number first): some entries from above.
SMILES	Nrf2 block	EPAC2 antag	Nrf2 activator	Akt phos inh	Mm-Cpn inhibitor	TGFb inhibitor	CCT modulator	EPAC2 agonist	A549 viability
Cc1cccc(NC(=O)C2C3CCCCC32)c1 (configuration not stated)	?	16%	6.1%	i	1%	-13%	2.1	8%	10%
CC(C)c1ccc(C(O)c2cnc(C(C)C)n2C)cc1 (configuration not stated)	-8%	6%	0.8%	i	-1%	-8%	1.2	7%	10%
CC(C)(C)C(=O)Cn1nnc(-c2ccc(C(F)(F)F)cc2)n1	1%	-9%	5.0%	i	-4%	9%	1.2	1%	6%
Cc1ccc(C2=NNC(c3ccc(Cl)cc3)=Nc3ccccc32)o1	11%	-3%	3.5%	i	-13%	-17%	-0.6	4%	10%
Cn1cc(/C=C2\SC(=S)N(NC(=O)c3ccccc3)C2=O)c2ccccc21	4%	71%[activator]	3.7%	i	-1%	19%	0.7	?	-20%
CC1Cc2ccccc2N1C(=O)c1ccc(F)c(S(=O)(=O)N2CCOCC2)c1 (configuration not stated)	-6%	-5%	0.3%	i	0%	-32%	1.3	-5%	1%
Cc1cc(C)cc(CC(=O)N2CCC2(C)C(=O)NS(=O)(=O)c2ccc(C#N)cc2)c1 (configuration not stated)	.	0%	-0.1%	i	.	-8%	0.3	17%	.
CCn1c(=O)cc(SCC(=O)N2CCN(c3cc(C)ccc3C)CC2)c2ccccc21	?	.	-1.6%	.	.	?	.	.	-14%

Carrying on.
SMILES	Nrf2 block	EPAC2 antag	Nrf2 activator	Akt phos inh	Mm-Cpn inhibitor	TGFb inhibitor	CCT modulator	EPAC2 agonist	A549 viability
Cc1ccc(/C=C2\C(=N)N3N=C(CC(=O)N4CCCCC4)SC3=NC2=O)cc1	-10%	16%	-0.9%	i	-1%	3%	-0.3	8%	-1%
CN(CCC#N)C(=S)Nc1ccc(Oc2ccccc2)cc1	?	-9%	-0.9%	i	0%	0%	-1.9	11%	-12%
Cc1cc(Br)cn2c(Cc3ccccc3)c(-c3ccccc3)nc12	.	-4%	2.4%	i	.	-30%	3.8	9%	.
O=c1c(N2CCOCC2)nsn1Cc1ccccc1	?	0%	-0.6%	i	1%	-6%	-1.7	0%	-10%
O=S(=O)(Nc1cccc2[nH]ncc12)c1cccs1	-21%	0%	-0.5%	i	0%	-1%	0.7	10%	0%
Clc1ccc(-c2csc(-c3cccnc3)n2)s1	?	-16%	?	i	-7%	?	1.8	11%	-5%
O=C(NCCOc1ccccc1)c1cncc(Br)c1	?	-2%	2.8%	i	3%	1%	-0.1	7%	13%
O=C1C2C3C=CC(CC3)C2C(=O)N1/N=C/c1ccco1 (configuration not stated)	10%	9%	-0.2%	i	-3%	4%	-0.2	-7%	7%
O=C1CC(N2CCN(c3ncccn3)CC2)C(=O)N1CCc1ccccc1 (configuration not stated)	-15%	-5%	2.8%	i	-1%	2%	-0.5	-5%	7%
C[C@@H]1CN([C@H](C)CO)S(=O)(=O)c2ccc(C#CC3CCCCC3)cc2O[C@H]1CN(C)C(=O)Cc1ccncc1	.	-9%	2.1%	i	.	?	0.7	-13%	.
COc1ccc(S(=O)(=O)N2CCOCC2)cc1NC(=O)c1ccc(-n2nc(C)cc2C)cc1	-11%	-9%	0.3%	i	1%	-14%	0.4	-3%	10%
COc1ccc([C@H]2CC(=O)C=C(/C=C/c3ccccc3)C2)cc1	?	10%	5.0%	i	1%	-2%	-0.3	8%	2%
COc1ccc(C(=O)NCc2ccc3c(c2)OCO3)cc1	1%	8%	-0.3%	i	-4%	-1%	-1.4	7%	2%
COc1cccc(NC(=O)CN(C)C(=O)Cn2c(=O)oc3ccccc32)c1	5%	-15%	1.8%	i	-1%	6%	-4.6	11%	24%
O=C(Nc1ccc(Cl)cc1)N1CCOCC1	-10%	2%	0.3%	i	1%	1%	0.0	12%	-17%
CCc1nnc(NC(=O)C2(C)COC(c3ccccc3)OC2)s1 (configuration not stated)	-8%	-4%	-0.2%	i	0%	-2%	-2.5	9%	1%
O=C(CCC(=O)Nc1ccc(F)cc1)N/N=C/c1ccncc1	-14%	2%	0.7%	i	1%	-4%	-0.9	10%	3%
COc1ccc(-c2nc3c(s2)CCc2onc(-c4ccc(Br)cc4)c2-3)cc1	1%	14%	-0.8%	i	.	-3%	-0.5	4%	7%
Cc1cccc(C)c1NC(=O)C(C)NCc1cccs1 (configuration not stated)	.	2%	0.0%	i	.	1%	0.5	3%	.
Cc1ccc(OCC(=O)N(Cc2ccco2)C2CCS(=O)(=O)C2)cc1 (configuration not stated)	-3%&1%	6%	-1.0%&0.3%	i	0%	7%&-21%	0.4	0%	-1%&-2%
Fc1ccc(-c2nnc(CN3CCN(c4ccccn4)CC3)o2)cc1	-4%	.	0.5%	.	.	-29%	.	.	0%
Cc1ccc(NS(=O)(=O)c2cccc(C(=O)NCC3(N(C)C)CCCCC3)c2)cc1	4%	5%	-0.5%	i	3%	-23%	-0.8	1%	?
CCCNC(=O)Cn1c(=O)/c(=C\c2ccc(-c3cccc([N+](=O)[O-])c3)o2)s/c1=C\C(=O)C(C)(C)C	2%	41%[activator]	5.3%	i	-3%	-5%	-3.7	-99%[inhibitor]	-9%
CCN(CC)CCN(C(=O)c1ccc(S(=O)(=O)N2CCCC2)cc1)c1nc2cc(C)cc(C)c2s1	5%	4%	-0.6%	i	-1%	-24%	-2.7	15%	8%
